Screening data deposited in PubChem BioAssay by several laboratories.
STAT3 blocker: STAT3 signaling inhibition; U3A cells, IL-6 STAT3-luciferase reporter, luminescence; host cell line lacks STAT1; hit rate 0.89% among 190,000; inhibition, % at 5.5 µM;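 active = inhibition above the mean inhibition across all screened compounds plus 3 SD, cut at about 44% in these data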;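 also: 0% = DMSO only wells and 100% = 100 µM nifuroxazide control wells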
ROMK mod: modulators of human ROMK potassium channel; hit rate 2% among 130,000; B-score at 10 µM; AID 1918; Tet-inducible ROMK, thallium flux fluorescence; actives lie on both sides;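 active = signal ratio slope over the read window, or its plate-corrected B-score, at least 3 SD from the plate mean, either direction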;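 also: B-score of the F/F0 ratio slope over 7 to 12 s after thallium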
Target sequence (P48048 whole entry, looked up): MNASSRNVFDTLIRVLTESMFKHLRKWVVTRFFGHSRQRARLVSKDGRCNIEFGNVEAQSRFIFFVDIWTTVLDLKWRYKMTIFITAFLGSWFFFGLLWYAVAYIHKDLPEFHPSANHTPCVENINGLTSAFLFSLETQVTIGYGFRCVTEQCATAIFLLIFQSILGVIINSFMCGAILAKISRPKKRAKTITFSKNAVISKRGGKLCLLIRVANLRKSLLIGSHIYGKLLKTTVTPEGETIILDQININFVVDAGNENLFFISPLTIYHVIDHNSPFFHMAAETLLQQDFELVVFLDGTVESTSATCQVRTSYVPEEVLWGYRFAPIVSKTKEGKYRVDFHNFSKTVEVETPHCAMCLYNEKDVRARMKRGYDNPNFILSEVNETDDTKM
bIAP activator: intestinal alkaline phosphatase (bovine) activation | purified bovine IAP, CDP-star luminescence, 30 min; active compounds read high; fold of DMSO-control signal, blank-subtracted | activation factor at 20 µM | hit rate 0.17% among 200,000 | AID 1016;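 active = activation factor of 2 or more at 20 µM, a signal rise over negative controls twice the positive control's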
TNAP act hiacc: TNAP (human) activation, high acceptor. activation factor at 20 µM. 200,000 tested, under 10 active. P05186. AID 1136. purified TNAP, CDP-star luminescence, 1 M DEA, 30 min; active compounds read high; 0 = EDTA background, 1 = DMSO-only activity;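 active = activation factor at least 2 at 20 µM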
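Test system – human TNAP · Doses – 20 µM single point · Incubation – 30 min, room temperature · Signal – luminescent substrate turnover signal · Read-out basis – activation factor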
TR-FRET SRC-2 ct: counter-screen for PPARgamma SRC-2 recruitment agonists: TR-FRET artefact | active compounds read high | TR-FRET ratio at 8 µM | hit rate 0.4% among 200,000 | AID 1049; in the data active = TR-FRET ratio above about 2000; also: inactives centre near 1500
PPARg SRC2 recr: agonists of SRC-2 recruitment by human PPARgamma; P37231; PPARgamma LBD-SRC-2 recruitment, biochemical; activation, % at 8 µM; hit rate 0.34% among 200,000; AID 1032; in the data active = activation above about 22%;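 also: 0% = vehicle and 100% = reference agonist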
Target sequence (P37231 whole entry, looked up, the tested form may be a part): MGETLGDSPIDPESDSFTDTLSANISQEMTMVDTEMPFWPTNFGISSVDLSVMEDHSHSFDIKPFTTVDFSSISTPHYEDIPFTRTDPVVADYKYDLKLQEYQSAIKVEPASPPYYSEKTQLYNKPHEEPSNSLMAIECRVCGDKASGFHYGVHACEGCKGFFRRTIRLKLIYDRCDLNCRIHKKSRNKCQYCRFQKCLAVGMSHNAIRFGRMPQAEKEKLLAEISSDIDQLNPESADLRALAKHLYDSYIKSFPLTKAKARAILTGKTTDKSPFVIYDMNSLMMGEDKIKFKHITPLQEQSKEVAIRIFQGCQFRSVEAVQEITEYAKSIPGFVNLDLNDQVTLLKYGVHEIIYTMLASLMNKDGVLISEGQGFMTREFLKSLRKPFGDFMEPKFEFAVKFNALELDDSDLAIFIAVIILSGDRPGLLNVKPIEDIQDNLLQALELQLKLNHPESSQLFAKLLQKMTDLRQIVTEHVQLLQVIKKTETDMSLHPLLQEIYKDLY
bIAP inh: blocks bovine intestinal alkaline phosphatase activity | inhibition, % at 20 µM | purified bovine IAP, CDP-star luminescence, 30 min | 190,000 tested, under 10 active | AID 1019;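 active = over 50% inhibition of intestinal alkaline phosphatase at 20 µM in the single-dose screen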
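Assay system – bovine IAP enzyme · Quantity – bovine IAP at 1/65,000,000 final dilution · Detection – CDP-star luminescence signal · Times – 30 min reaction at room temperature · Also added – CDP-star substrate at 30 µM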
PPARg SRC3 recr: PPARgamma-driven SRC-3 recruitment agonism; AID 731; hit rate 0.26% among 200,000; P37231; biochemical PPARgamma/SRC-3 coactivator recruitment assay; activation, % at 8 µM; in the data active = activation above about 23%;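 also: 0% = DMSO and 100% = reference agonist; some compounds past the cut are filed as inactive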
PPARg SRC-1 ag: PPARgamma-driven SRC-1 recruitment agonism; P37231; PPARgamma-SRC-1 coactivator recruitment biochemical assay; activation, % at 8 µM; hit rate 0.41% among 200,000; AID 631; in the data active = activation above about 19%;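 also: 0% = DMSO and 100% = reference agonist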
STAT1 blocker: reduces IFN-gamma driven STAT1 reporter signal; AID 920; inhibition, % at 5.5 µM; NIH 3T3 STAT1-luciferase reporter, luminescence; hit rate 0.35% among 200,000;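 active = inhibition above a set limit, the mean inhibition across all tested compounds plus 3 SD, cut at about 34% in these data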;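 also: 0% = IFN-gamma with DMSO and 100% = IFN-gamma with 300 µM nifuroxazide; values of inactives mirror those of a sister screen read the other way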
STAT3 act: increases IL-6 driven STAT3 reporter signal. activation (% of control), % at 5.6 µM. AID 871. U3A cells, IL-6 STAT3-luciferase reporter, luminescence; 100% = signal with IL-6 EC80 alone. hit rate 0.91% among 190,000;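 active = activation above the screen-wide mean of compound activation plus 3 SD, cut at about 130% in these data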;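 also: 0% = background luminescence of wells with medium and substrate only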
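Material: STAT3-luciferase reporter U3A cells; Probe or stimulus: IL-6 (33 ng/mL); Incubation: compound pre-incubation 1 h before IL-6, then 6 h stimulation at 37 °C; Technique: luminescence from STAT3-driven luciferase reporter; Evaluation: % activation versus median of IL-6-stimulated wells; Controls: IL-6-only high control.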
* = called active by the depositor.

`Cc1ccc(C(=O)C(C)[n+]2cccc(C(N)=O)c2)cc1` (stereo unspecified) gave STAT3 blocker 17, ROMK mod 0.2, bIAP activator 1.1, TNAP act hiacc 1, TR-FRET SRC-2 ct 1471, PPARg SRC2 recr -2, bIAP inh -12, PPARg SRC3 recr 2, PPARg SRC-1 ag -5, STAT1 blocker -6 and STAT3 act 95.
COc1cc(/C=N/N2C(=O)CSC2=S)ccc1O was read as STAT3 blocker 1, ROMK mod -0.16, bIAP activator 0.7, TNAP act hiacc 1, TR-FRET SRC-2 ct 1793, PPARg SRC2 recr 12, bIAP inh 26, PPARg SRC3 recr 0, PPARg SRC-1 ag 2, STAT1 blocker 8 and STAT3 act 105.
`COc1ccc(NC(=O)CSc2nc3sc(C)c(C)c3c(=O)n2Cc2ccco2)cc1` gave STAT3 blocker 2, ROMK mod -0.22, bIAP activator 0.9, TNAP act hiacc 1, TR-FRET SRC-2 ct 1575, PPARg SRC2 recr -7, bIAP inh 11, PPARg SRC3 recr -2, PPARg SRC-1 ag 6, STAT1 blocker 6 and STAT3 act 100.
COc1ccc(CCC(=O)Nc2ccc(N3CCOCC3)cc2)cc1 was read as STAT3 blocker 0, ROMK mod 1.3, bIAP activator 1, TNAP act hiacc 1.1, TR-FRET SRC-2 ct 1730, PPARg SRC2 recr -5, bIAP inh 4, PPARg SRC3 recr 9, PPARg SRC-1 ag 2, STAT1 blocker -6 and STAT3 act 105.
`O=C(/C=N/O)NCc1cccnc1` gave STAT3 blocker -4, bIAP activator 0.9, TNAP act hiacc 1, TR-FRET SRC-2 ct 1583, PPARg SRC2 recr 2, bIAP inh 8, PPARg SRC3 recr 3, PPARg SRC-1 ag 6, STAT1 blocker -4 and STAT3 act 108.
Screening Cc1ccc2cc(CN(CCCN3CCOCC3)C(=O)NC3CCCCC3)c(=O)[nH]c2c1C returned STAT3 blocker -9, ROMK mod 0.046, TR-FRET SRC-2 ct 1489, PPARg SRC2 recr -2, PPARg SRC3 recr -6, PPARg SRC-1 ag 4, STAT1 blocker -6 and STAT3 act 110.
For CCCCCCn1c(CN2CCC(C)CC2)nc2c1c(=O)n(C)c(=O)n2C the results were STAT3 blocker -7, bIAP activator 0.9, TNAP act hiacc 1.1, TR-FRET SRC-2 ct 1445, PPARg SRC2 recr -2, bIAP inh 15, PPARg SRC3 recr 4, PPARg SRC-1 ag 3, STAT1 blocker 2 and STAT3 act 108.
For COc1ccc(-c2cnc(N)nc2-c2ccc(OC)cc2O)cc1 the results were STAT3 blocker 1, ROMK mod 0.57, bIAP activator 0.9, TNAP act hiacc 1.1, TR-FRET SRC-2 ct 1407, PPARg SRC2 recr 3, bIAP inh 6, PPARg SRC3 recr -6, PPARg SRC-1 ag -1, STAT1 blocker 6 and STAT3 act 103.
`CC(=O)c1c(C)nc(-c2ccc(OCC(=O)Nc3cccc(C)c3C)cc2)n1O` gave STAT3 blocker 10, ROMK mod -0.029, bIAP activator 1, TNAP act hiacc 1, TR-FRET SRC-2 ct 1738, PPARg SRC2 recr 0, bIAP inh -4, PPARg SRC3 recr -2, PPARg SRC-1 ag -6, STAT1 blocker -5 and STAT3 act 97.
`CCOC(=O)N1CCN(C(=O)c2ccc3c(c2)N(Cc2ccc(C)cc2)CCS3)CC1` gave STAT3 blocker 24, ROMK mod -1.3, bIAP activator 1.1, TNAP act hiacc 1.1, TR-FRET SRC-2 ct 1551, PPARg SRC2 recr 18, bIAP inh -10, PPARg SRC3 recr 4, PPARg SRC-1 ag -2, STAT1 blocker 2 and STAT3 act 83.
CC(O)CNC(=O)C1CCN(Cc2ccc(OCc3ccccc3)cc2)CC1 (stereo unspecified) was read as STAT3 blocker 3, ROMK mod -0.35, bIAP activator 1.2, TNAP act hiacc 1.1, TR-FRET SRC-2 ct 1527, PPARg SRC2 recr 2, bIAP inh -18, PPARg SRC3 recr 10, PPARg SRC-1 ag 3, STAT1 blocker -22 and STAT3 act 99.
`Cc1ccc(-c2cc(C(F)F)n3ncc(C(=O)N4CCCc5ccccc54)c3n2)cc1` gave STAT3 blocker 2, ROMK mod 0.62, bIAP activator 1, TNAP act hiacc 1, TR-FRET SRC-2 ct 1545, PPARg SRC2 recr 14, bIAP inh 5, PPARg SRC3 recr -15, PPARg SRC-1 ag -2, STAT1 blocker -4 and STAT3 act 101.
`C=C[C@]1(C)C[C@H]1[C@H](NP(=O)(c1ccccc1)c1ccccc1)c1ccccc1` gave STAT3 blocker 0, ROMK mod -1.3, bIAP activator 0.8, TNAP act hiacc 1, TR-FRET SRC-2 ct 1511, PPARg SRC2 recr -1, bIAP inh 23, PPARg SRC3 recr 4, PPARg SRC-1 ag 2, STAT1 blocker 1 and STAT3 act 98.
Screening CN1C(=O)/C(=N\OC(=O)c2ccccc2Cl)c2ccccc21 returned STAT3 blocker 12, ROMK mod -3.3, bIAP activator 1, TNAP act hiacc 1, TR-FRET SRC-2 ct 1528, PPARg SRC2 recr -2, bIAP inh 4, PPARg SRC3 recr -2, PPARg SRC-1 ag 10, STAT1 blocker -2 and STAT3 act 93.
`O=C(NCc1ccco1)/C(=C\c1cccnc1)NC(=O)c1ccccc1F` gave STAT3 blocker 20, ROMK mod -0.23, bIAP activator 0.9, TNAP act hiacc 1, TR-FRET SRC-2 ct 1668, PPARg SRC2 recr -5, bIAP inh 14, PPARg SRC3 recr 0, PPARg SRC-1 ag -5, STAT1 blocker 0 and STAT3 act 83.
For Cc1nn(CCCC(=O)Nc2ccc(Br)cc2F)c(C)c1[N+](=O)[O-] the results were STAT3 blocker 5, bIAP activator 1, TNAP act hiacc 1, TR-FRET SRC-2 ct 1451, PPARg SRC2 recr -6, bIAP inh -1, PPARg SRC3 recr 0, PPARg SRC-1 ag -5, STAT1 blocker 0 and STAT3 act 99.
CC(C)n1nnnc1SCC(=O)c1ccc2c(c1)OCCO2 was read as STAT3 blocker 6, bIAP activator 1, TNAP act hiacc 1.1, TR-FRET SRC-2 ct 1640, PPARg SRC2 recr 0, bIAP inh 1, PPARg SRC3 recr 6, PPARg SRC-1 ag 2, STAT1 blocker -14 and STAT3 act 98.
`CCn1c(=O)c(=O)[nH]c2cc(C(=O)NC3CCCc4ccccc43)ccc21` (stereo unspecified) gave STAT3 blocker -6, ROMK mod 3.2*, bIAP activator 0.9, TNAP act hiacc 1.1, TR-FRET SRC-2 ct 1498, PPARg SRC2 recr -3, bIAP inh 13, PPARg SRC3 recr 4, PPARg SRC-1 ag -1, STAT1 blocker 8 and STAT3 act 109.
For CON1C(=O)C(=O)N(OC)C(C)(C)C1C (stereo unspecified) the results were STAT3 blocker -5, bIAP activator 1, TNAP act hiacc 1, TR-FRET SRC-2 ct 1439, PPARg SRC2 recr -3, bIAP inh -3, PPARg SRC3 recr 2, PPARg SRC-1 ag -7, STAT1 blocker -3 and STAT3 act 109.
For CC1=C(C(=O)N2CCN(c3cc(C)ccc3C)CC2)C2(CCC(C)CC2)OC1=O (stereo unspecified) the results were STAT3 blocker -2, ROMK mod 0.26, bIAP activator 0.8, TNAP act hiacc 1, TR-FRET SRC-2 ct 1256, PPARg SRC2 recr 3, bIAP inh 17, PPARg SRC3 recr 0, PPARg SRC-1 ag 1, STAT1 blocker 0 and STAT3 act 102.
`CCC(=O)c1cc(F)c(N2CCN(C(=O)Cc3ccccc3)CC2)cc1C` gave STAT3 blocker 1, bIAP activator 1.1, TNAP act hiacc 1, TR-FRET SRC-2 ct 1423, PPARg SRC2 recr -1, bIAP inh -7, PPARg SRC3 recr 2, PPARg SRC-1 ag -1, STAT1 blocker 6 and STAT3 act 102.
Cc1nn(C)c(Oc2cccc(Cl)c2)c1C(=O)Nc1ccc(F)cc1 was read as STAT3 blocker -6, bIAP activator 1, TNAP act hiacc 1, TR-FRET SRC-2 ct 1339, PPARg SRC2 recr -4, bIAP inh 3, PPARg SRC3 recr -3, PPARg SRC-1 ag -3, STAT1 blocker -6 and STAT3 act 110.
For CC(=O)NS(=O)(=O)c1ccc(NC(=O)COc2ccc(C(=O)c3ccccc3)cc2)cc1 the results were STAT3 blocker 4, bIAP activator 1, TNAP act hiacc 1, TR-FRET SRC-2 ct 1459, PPARg SRC2 recr -6, bIAP inh 3, PPARg SRC3 recr -1, PPARg SRC-1 ag -1, STAT1 blocker -4 and STAT3 act 99.
CCN(C#N)c1nc(N(C)C)nc(N(C)C)n1 was read as STAT3 blocker 22, ROMK mod -0.91, bIAP activator 1, TNAP act hiacc 1, TR-FRET SRC-2 ct 1483, PPARg SRC2 recr -2, bIAP inh 2, PPARg SRC3 recr -6, PPARg SRC-1 ag -6, STAT1 blocker 4 and STAT3 act 85.
For O=C(Nc1nnc(SCc2ccc(Cl)cc2)s1)C1CC(=O)N(Cc2ccccc2)C1 (stereo unspecified) the results were STAT3 blocker 3, bIAP activator 0.7, TNAP act hiacc 1, TR-FRET SRC-2 ct 1592, PPARg SRC2 recr 6, bIAP inh 28, PPARg SRC3 recr 0, PPARg SRC-1 ag 7, STAT1 blocker 3 and STAT3 act 100.
For COc1cccc(NC(=S)N(Cc2ccccn2)Cc2ccccc2Cl)c1 the results were STAT3 blocker 28, ROMK mod 0.00066, bIAP activator 1, TNAP act hiacc 1, TR-FRET SRC-2 ct 1781, PPARg SRC2 recr 6, bIAP inh 0, PPARg SRC3 recr 0, PPARg SRC-1 ag 3, STAT1 blocker -3 and STAT3 act 81.
`Cc1cccc(C)c1OCC(=O)N/N=C/c1cc2c(cc1[N+](=O)[O-])OCO2` gave STAT3 blocker 6, ROMK mod 0.66, bIAP activator 0.6, TNAP act hiacc 1, TR-FRET SRC-2 ct 1562, PPARg SRC2 recr -7, bIAP inh 35, PPARg SRC3 recr -11, PPARg SRC-1 ag 1, STAT1 blocker 0 and STAT3 act 95.
`Cc1cccc(N2CCN(C(=O)c3ccc(NS(=O)(=O)c4c(C)noc4C)cc3)CC2)c1C` gave STAT3 blocker 3, bIAP activator 1, TNAP act hiacc 1.1, TR-FRET SRC-2 ct 1528, PPARg SRC2 recr -8, bIAP inh 5, PPARg SRC3 recr 0, PPARg SRC-1 ag 2, STAT1 blocker 0 and STAT3 act 100.

Quoted from the listing, two compounds:
COc1cc(/C=N/N2C(=O)CSC2=S)ccc1O was read as STAT3 blocker 1, ROMK mod -0.16, bIAP activator 0.7, TNAP act hiacc 1, TR-FRET SRC-2 ct 1793, PPARg SRC2 recr 12, bIAP inh 26, PPARg SRC3 recr 0, PPARg SRC-1 ag 2, STAT1 blocker 8 and STAT3 act 105.
`COc1ccc(NC(=O)CSc2nc3sc(C)c(C)c3c(=O)n2Cc2ccco2)cc1` gave STAT3 blocker 2, ROMK mod -0.22, bIAP activator 0.9, TNAP act hiacc 1, TR-FRET SRC-2 ct 1575, PPARg SRC2 recr -7, bIAP inh 11, PPARg SRC3 recr -2, PPARg SRC-1 ag 6, STAT1 blocker 6 and STAT3 act 100.
